TAAR1 agonist = human TAAR1 agonists, primary screen, Fluo-8 calcium fluorescence, CHO RD-HGA16 cells | Trace amine-associated receptor 1 (Homo sapiens), Q96RJ0 | vehicle wells 0%, saturating PEA agonist 100% | activation, % at 3 µM | 360,000 tested, 0.99% active | AID 624467, 2012;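 active = activation above the mean activation of all test compounds in the run plus 3 SD, cut at about 38% in these data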
Target sequence (Q96RJ0 whole entry, looked up): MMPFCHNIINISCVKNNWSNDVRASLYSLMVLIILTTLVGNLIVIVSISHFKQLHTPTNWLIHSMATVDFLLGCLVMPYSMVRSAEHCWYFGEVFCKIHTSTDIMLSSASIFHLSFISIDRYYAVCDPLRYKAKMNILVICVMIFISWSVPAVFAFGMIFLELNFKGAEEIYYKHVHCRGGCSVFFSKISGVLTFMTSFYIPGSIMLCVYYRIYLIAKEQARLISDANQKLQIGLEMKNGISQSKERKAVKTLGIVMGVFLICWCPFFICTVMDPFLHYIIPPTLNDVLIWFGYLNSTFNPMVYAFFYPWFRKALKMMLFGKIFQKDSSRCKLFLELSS
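Test system: RD-HGA16 (CHO) cells co-expressing Gα16 and hTAAR1 / Benchmarks: DMSO vehicle as 0%, PEA at EC100 as 100% / Repeats: no replicates (n 1) / Measure: % activation from peak over basal fluorescence ratio, DMSO-to-PEA scaled / Timing: 17-24 h plating, Fluo-8 75 min 37 °C, 30 min RT / Technique: kinetic Fluo-8 calcium fluorescence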
M1 PAM parental = nonselective calcium activators in parental CHO-K1 cells, primary screen, counter-screen for M1 PAM project, cell-based, Fluo-8 calcium fluorescence, full deck, 1536-well; AID 602247, 2012; activation, % at 3 µM; 360,000 tested, 0.02% active; ATP EC20; 0% at ATP EC20, 100% at ATP max;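 active = activation above the run cutoff, the mean activation of all test compounds plus 3 SD, cut at about 40% in these data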;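 note: peak over basal fluorescence ratio in a 140 s read after ATP addition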
M1 PAM = human M1 muscarinic receptor positive allosteric modulators, primary screen, CHO-K1 cells, Fluo-8 calcium fluorescence, 1536-well; Muscarinic acetylcholine receptor M1 (Homo sapiens), P11229; CHO-K1 hM1, ACh EC20; 0% = ACh EC20, 100% = maximal ACh; activation, % at 3 µM; 360,000 tested, 0.088% active; in the data active = activation above about 19%, passing the limit was not always enough
Target sequence (P11229 whole entry, looked up): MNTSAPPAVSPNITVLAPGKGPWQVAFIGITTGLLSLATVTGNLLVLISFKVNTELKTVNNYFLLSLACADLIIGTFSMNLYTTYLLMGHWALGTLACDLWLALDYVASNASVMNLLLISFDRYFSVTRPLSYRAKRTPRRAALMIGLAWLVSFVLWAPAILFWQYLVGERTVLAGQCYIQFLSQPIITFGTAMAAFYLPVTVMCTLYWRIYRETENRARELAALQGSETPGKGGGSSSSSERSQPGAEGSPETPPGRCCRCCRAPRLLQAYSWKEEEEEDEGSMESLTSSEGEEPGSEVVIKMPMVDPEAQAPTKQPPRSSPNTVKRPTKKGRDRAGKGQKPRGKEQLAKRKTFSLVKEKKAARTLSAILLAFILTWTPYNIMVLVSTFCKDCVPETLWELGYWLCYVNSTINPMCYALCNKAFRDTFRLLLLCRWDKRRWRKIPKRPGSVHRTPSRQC
TAAR1 antagonist = human TAAR1 antagonists, primary screen, Fluo-8 calcium fluorescence, CHO RD-HGA16 cells; inhibition, % at 3 µM; Trace amine-associated receptor 1 (Homo sapiens), Q96RJ0; antagonist; AID 624466, 2012; 360,000 tested, 1.5% active;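 active = inhibition above a per-plate cutoff, the mean inhibition of test compounds on that plate plus 3 SD, cut at about 49% in these data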;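 note: 0% = DMSO plus EC80 beta-PEA response and 100% = DMSO alone without agonist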
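Test system: hTAAR1-expressing CHO RD-HGA16 cells, Gα16-coupled; Probe or stimulus: EC80 β-phenethylamine stimulus; Compound dosing: single nominal final test compound concentration of 3 µM; Timing: 140 s kinetic read after compound, 140 s after agonist; Signal: Fluo-8 calcium-sensitive fluorescence; Measure: % inhibition of agonist calcium response; Controls: DMSO and EC80 PEA controls.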
M1 ag = human M1 muscarinic receptor agonists, primary screen, Fluo-8 calcium fluorescence, CHO-K1 cells, HTS | Muscarinic acetylcholine receptor M1 (Homo sapiens), P11229 | CHO-K1 hM1, agonist mode; 0% DMSO, 100% acetylcholine EC100 | AID 588814, 2011 | 360,000 tested, 0.33% active | activation, % at 3 µM;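 active = activation above the run's mean compound activation plus 3 SD, cut at about 16% in these data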;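 note: peak over basal fluorescence ratio within a 140 s kinetic read after compound addition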
M1 antag = human M1 muscarinic receptor antagonists, primary screen, CHO-K1 cells, Fluo-8 calcium fluorescence, 1536-well; inhibition, % at 3 µM; CHO-K1 hM1, ACh EC80 antagonist; 360,000 tested, 1.3% active; Muscarinic acetylcholine receptor M1 (Homo sapiens), P11229; AID 588852, 2011;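 active = percent inhibition above its own plate's cutoff, namely the mean of that plate's compound wells plus 3 SD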;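 note: peak over basal fluorescence ratio during 140 s after agonist addition; 0% = ACh EC80 plus DMSO and 100% = DMSO alone without agonist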
CHO-K1 Ca antag = nonselective inhibitor or artifact in parental CHO-K1 cells; ATP-induced calcium, Fluo-8 fluorescence; inhibition, % at 3 µM; 360,000 tested, 0.6% active;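 active = inhibition above a per-plate cutoff, the plate's mean sample inhibition plus 3 SD, cut at about 24% in these data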;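 note: 0% = DMSO plus EC80 ATP and 100% = DMSO alone without ATP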
CHO-K1 Ca ag = counter-screen for M1 agonists: effect in parental CHO-K1 cells. activation, % at 3 µM. Fluo-8 calcium fluorescence; scaled to maximal ATP response, vehicle zero. AID 602248, 2012. 360,000 tested, 0.48% active; in the data active = activation above about 15%;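 note: untransfected CHO-K1 host cells lacking M1 receptor as counterscreen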
CHO parental Ca = ATP-evoked calcium signal inhibitors, parental CHO, primary screen, counter-screen for OX1R antagonist project, cell-based, fluorescence, Fluo-8 calcium dye | parental CHO-K1, ATP-induced calcium, Fluo-8 fluorescence | inhibition, % at 5.6 µM | 330,000 tested, 0.63% active;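 active = inhibition above that plate's mean sample inhibition plus 3 SD, cut at about 26% in these data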;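 note: 0% = ATP-challenged DMSO wells and 100% = DMSO wells without ATP; some compounds past the cut are filed as inactive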
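Material: parental CHO cells / Compound: single nominal dose of 5.6 µM per compound / Signal: Fluo-8 fluorescence / Replicates: singlicate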
Starred values were filed as active, the others as inactive; x = no result given.

canonical_smiles,TAAR1 agonist,M1 PAM parental,M1 PAM,TAAR1 antagonist,M1 ag,M1 antag,CHO-K1 Ca antag,CHO-K1 Ca ag,CHO parental Ca
O=C(NC1=NCCS1)C1CCCCC1,1,12,6,-10,-5,-14,-11,1.8,-6
c1coc(-c2nn3c(Cn4nnc5ccccc54)nnc3s2)c1,5,12,0,2,-1,6,-1,0.7,-13
COc1ccccc1/C=C/C(=O)NC(=S)Nc1ccccn1,4,-2,1,32,-2,-4,-5,2.8,-7
C=C1CCN([C@@H](C)C(=O)OCc2ccc(C)cc2)S(=O)(=O)c2ccccc21,7,-21,16,29,6,-2,14,-1.0,0
CCN(CC)S(=O)(=O)c1ccc2c(c1)N(CC(=O)N1CCC(C(N)=O)CC1)C(=O)CO2,2,19,17,-34,1,-10,-9,0.3,-7
CCC(C)NC(=O)C1CCCN1S(=O)(=O)c1ccc(Cl)cc1 (stereo not drawn),9,-4,1,-8,-5,-20,-10,0.5,3
Cc1ccc(S(=O)(=O)/N=C(/c2ccccc2)N(C)C)c(C)c1,2,0,5,-11,-3,-5,-6,0.8,-13
CCOc1ccc2[nH]cc(S(=O)(=O)c3ccc(C)cc3)c(=O)c2c1,0,14,13,-29,-1,-10,8,-0.1,-7
O=C(NC1CCCc2ccccc21)C1CCCN(S(=O)(=O)c2cnc[nH]2)C1 (stereo not drawn),1,4,13,-18,-2,-15,0,0.1,-6
Cc1ccc2cc(S(=O)(=O)NCCCN3CCOCC3)ccc2c1,-2,23,8,16,-12,4,-1,19*,-8
Cn1c(N)c(Sc2ccc(F)cc2)c(=O)n(C)c1=O,1,17,7,0,-5,0,-3,0.2,-8
Cn1c(SCc2ccc([N+](=O)[O-])cc2)nnc1-c1cccnc1,-1,16,8,13,-8,-12,4,-0.3,-4
Cc1ccc(S(=O)(=O)Oc2ccc(/C=C3/C(=N)N4C(=NC3=O)SN=C4S(C)(=O)=O)cc2)cc1,-3,-8,7,-1,-2,-5,-3,0.0,5
Cc1cccc(Cn2nc(C)cc2NC(=O)CCCn2ccc([N+](=O)[O-])n2)c1,0,-8,-1,1,-4,9,7,0.7,-19
Cc1c(N2C(=O)c3ccccc3C2(O)c2ccccc2)c(=O)n(-c2ccccc2)n1C (stereo not drawn),1,22,6,-4,0,-24,-17,8.0,-12
CCN(CC)C(=O)Cn1c(=O)n(CCCC(=O)NCc2ccc3c(c2)OCO3)c(=O)c2sccc21,-3,12,8,-10,-3,-10,-6,0.8,-1
O=C(CCNS(=O)(=O)c1ccc(OC(F)(F)F)cc1)Nc1cccc(S(=O)(=O)N2CCCC2)c1,23,-11,1,-1,-6,0,-9,2.4,x
S=C(NCc1ccccc1)N1CCc2ccccc2C1,3,16,-4,8,-15,-1,-8,1.2,3
CCn1nc(C(=O)NNC(=O)C(Cc2ccccc2)NC(N)=O)c2ccccc2c1=O (stereo not drawn),4,13,15,-4,1,-12,-11,0.6,-14
COc1ccc(N2CC(C(=O)Nc3nc(-c4ccccc4)c(C(C)=O)s3)CC2=O)c(OC)c1 (stereo not drawn),7,0,3,15,0,-17,-8,0.8,-4
CC(OC(=O)Cc1c[nH]c2ccccc12)C(=O)c1ccccc1 (stereo not drawn),-2,10,10,11,-3,-10,-5,0.7,-8
Cc1ccc2oc(C(Cl)(Cl)Cl)cc(=O)c2c1,-4,24,-5,-9,-11,-6,-26,1.4,-9
OC/C(Br)=C(\Br)CO,1,-5,18,2,7,0,2,-0.7,-3
CCCC(c1nnnn1Cc1ccc(F)cc1)N1CCN(C)CC1 (stereo not drawn),10,-1,7,-3,-13,-7,8,-0.4,-16
Cc1ccc(-n2c(NN)nc3ccccc3c2=O)c(C)c1,-1,-9,1,-12,-5,1,11,-0.2,-26
CN(CCc1ccccc1)C1CCCN(C(=O)Cn2cccn2)C1 (stereo not drawn),6,9,-9,-9,-14,5,-17,0.6,-6
CCc1nc2ccccc2n1CC(=O)Nc1cc(C)on1,0,-15,8,-23,-1,-7,5,0.2,-1
Cc1nc2ccc(NC(=O)c3cccc(C(F)(F)F)c3)cc2o1,28,25,10,-12,-2,-7,-7,0.8,-8
Fc1ccc(-c2nnc3sc(C4COc5ccccc5O4)nn23)cc1 (stereo not drawn),17,-2,2,40,-1,-3,-5,2.0,-34
O=C(Nc1ccccc1[N+](=O)[O-])OCC=Cc1ccccc1,1,3,3,-22,-6,-3,-3,-0.6,x
O=S(=O)(N/N=C1/CC(c2ccccc2)Oc2ccccc21)c1ccc(Br)cc1 (stereo not drawn),11,16,8,3,-4,-7,-10,0.0,-28
CCc1ccc(NC(=O)c2cnc(SC)nc2C)cc1,0,-6,9,-15,-5,0,9,-0.1,x
O=C(CCN1C(=O)/C(=C/c2ccc(Cl)cc2)SC1=S)NCCCn1ccnc1,0,-1,-2,-7,-3,3,1,3.6,-24
CCOC(=O)N1CCN(S(=O)(=O)c2ccc(C(=O)Nc3nc4ccc(F)cc4s3)cc2)CC1,2,22,-7,-4,-5,7,-7,1.5,-7
CNC(=O)OCc1cocc1COC(=O)NC,1,4,x,-16,x,x,-15,0.2,x
Cc1cccc(NNC(=S)Nc2ccccc2)c1,1,-11,7,7,-3,2,25*,-0.6,x
CC1CCc2c(sc(NC(=O)c3ccc(-c4ccccc4[N+](=O)[O-])o3)c2C#N)C1 (stereo not drawn),-1,7,3,2,-3,-8,-11,0.3,-7
COc1ccc(N2CC(C(=O)Nc3nnc(C4CCCCC4)s3)CC2=O)cc1 (stereo not drawn),2,3,5,-27,-1,-4,-10,1.9,-10
COc1ccccc1NS(=O)(=O)c1cccc(C(=O)NCC(c2ccco2)N2CCCCC2)c1 (stereo not drawn),6,-17,3,-7,-8,-5,-2,1.9,-7
C#CCOC(=O)c1ccc(-n2cncn2)nc1,1,2,4,-2,-2,-19,-10,0.0,0
O=C(Nc1ccc(Cl)c(S(=O)(=O)N2CCOCC2)c1)c1cccs1,9,1,-2,17,1,-12,-6,4.0,-11
O=C(CN1CCOc2ccccc21)NC1CCCCCCC1,1,18,4,3,-11,-8,-7,0.6,-5
CN(C)S(=O)(=O)c1ccc(C(=O)Nc2nnc(Cc3ccccc3)s2)cc1,3,-7,7,-35,-1,-38,10,-0.2,22
O=C(COC(=O)c1cccnc1Cl)NC1CCCCC1,2,-14,1,-8,-6,9,-6,0.0,4
O=C(NCc1cccc(Cl)c1)C1CCC(=O)N(CCCN2CCCC2=O)C1 (stereo not drawn),2,15,1,-13,-3,-3,-7,0.1,-1
COc1ccc(C2=NNC(c3cccs3)=Nc3ccc(OC)cc32)cc1,-2,15,7,-19,-3,-6,-2,0.1,-24
NC(=S)N/N=C/c1ccc(-c2cc(Cl)c(Cl)cc2Cl)o1,2,8,13,5,1,2,5,0.6,-19
Cc1ccc(O)c(C2=NOC(O)(C(F)(F)F)C2)c1 (stereo not drawn),6,2,-3,-3,-1,4,7,0.7,-3
O=C(NCC(=O)N1CCc2ccccc2C1)c1ccc(Cl)cc1Cl,19,-6,1,-30,-6,-5,2,0.2,-24
Cc1cccc(-n2nc3c(c2NC(=O)c2ccco2)CS(=O)(=O)C3)c1C,0,-8,12,-42,-5,-17,-1,0.1,-10
CCOC(=O)c1cnc2c(c(C)nn2-c2ccc(C)cc2)c1Cl,3,-2,4,-14,-2,-12,0,0.1,x
Cc1ccc(Cc2c(-c3cccc(Br)c3)nc3ccc(Cl)cn23)cc1,1,24,-4,-21,-5,-20,-26,1.1,x
Nc1ccn([C@@H]2O[C@H](CNCc3ccc(Oc4cc(-n5cccn5)ncn4)cc3)[C@@H](O)[C@H]2O)c(=O)n1,1,30,11,-5,-7,-17,-13,1.0,x
Nn1cnnc1N/N=C/c1ccc(Cl)c([N+](=O)[O-])c1,5,-2,1,12,-2,0,5,6.0,-26
CCN(CC)S(=O)(=O)c1ccc2oc(C(=O)Nc3ccc(OC)cc3OC)c(C)c2c1,1,19,4,26,-5,-4,-11,0.9,-16
COCCNc1ncnc2c1[nH]c1ccccc12,4,23,2,-31,2,-4,-23,7.5,-5
O=C(O)c1[nH]c2ccccc2c1NS(=O)(=O)c1ccc(F)cc1,2,12,6,3,-1,0,-10,1.3,-20
COc1cccc(C(=O)c2cc3ccc(O)cc3oc2=O)c1,2,-3,-3,-1,2,5,-35,1.2,-6
O=S(=O)(c1cccs1)N1CCN(c2ccccn2)CC1,15,16,10,6,-7,-12,-1,1.3,-2
Cc1ccc(N2CC(C(=O)N3CCC(C(=O)NC(C)(C)C)CC3)CC2=O)cc1 (stereo not drawn),2,1,12,-25,-4,-15,-6,0.6,5

Additional records:
canonical_smiles,TAAR1 agonist,M1 PAM parental,M1 PAM,TAAR1 antagonist,M1 ag,M1 antag,CHO-K1 Ca antag,CHO-K1 Ca ag,CHO parental Ca
CC(C)(C)c1ccccc1NC(=O)c1ccc2c(c1)SC1=NS(=O)(=O)CCN12,0,20,15,-16,-3,-10,-16,0.3,-12
COc1cc(-c2cc(-c3ccccc3)nc(SCC(=O)O)c2C#N)cc(OC)c1OC,-2,-1,12,10,-2,-1,1,0.2,-23
CN(C)C(=O)c1cnc(Sc2ncc(C(F)(F)F)cc2Cl)n1C,9,11,5,25,-2,-8,-4,0.1,-9
COc1cc(CN(C)C(C)C(=O)Nc2ccc([N+](=O)[O-])cc2Cl)ccc1OC(F)F (stereo not drawn),2,26,12,-11,-6,-13,-13,1.1,-3
CCN(CC)c1ccc(NS(=O)(=O)c2ccc(OC)cc2)cc1,0,6,4,14,-12,-2,-13,2.1,-9
CCN(CC)C(=O)CSC1=Nc2ccccc2C2=NC(Cc3c[nH]c4ccccc34)C(=O)N12 (stereo not drawn),2,14,9,-17,-2,-16,6,1.3,-2
CCN1C(=O)[C@H]2[C@@H](c3ccc(-c4ccccc4)cc3)N[C@@](CC(C)C)(C(=O)OC)[C@H]2C1=O,3,-6,5,-1,-3,-6,-17,0.4,-15
COCCN1Cc2cccc(C(=O)NCc3ccccn3)c2C1=O,1,11,-4,-6,-3,5,1,0.3,-9

Bioassay records as filed in PubChem BioAssay.
